Screens as filed in PubChem.
GPR151 activ: activators of human GPR151 | PathHunter beta-arrestin GPR151 cells, luminescence | Q8TDV0 | 1% of 650,000 active | AID 1508602 | activation, % at 11.2 µM; in the data active = activation above about 4.9%;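 also: 0% = median of compound wells and 100% = cells with positive control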
FBW7 act: activators of human E3 ligase FBW7. Q969H0. AlphaScreen FBW7–phospho-cyclin E peptide binding, activator screen. normalized activity (activation), % at 26.1 µM. 0.13% of 650,000 active. AID 1259310; in the data active = normalized activity above about 1.9%;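 also: purified mutant Fbw7 with reduced substrate affinity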
Target sequence (Q969H0 whole entry, looked up): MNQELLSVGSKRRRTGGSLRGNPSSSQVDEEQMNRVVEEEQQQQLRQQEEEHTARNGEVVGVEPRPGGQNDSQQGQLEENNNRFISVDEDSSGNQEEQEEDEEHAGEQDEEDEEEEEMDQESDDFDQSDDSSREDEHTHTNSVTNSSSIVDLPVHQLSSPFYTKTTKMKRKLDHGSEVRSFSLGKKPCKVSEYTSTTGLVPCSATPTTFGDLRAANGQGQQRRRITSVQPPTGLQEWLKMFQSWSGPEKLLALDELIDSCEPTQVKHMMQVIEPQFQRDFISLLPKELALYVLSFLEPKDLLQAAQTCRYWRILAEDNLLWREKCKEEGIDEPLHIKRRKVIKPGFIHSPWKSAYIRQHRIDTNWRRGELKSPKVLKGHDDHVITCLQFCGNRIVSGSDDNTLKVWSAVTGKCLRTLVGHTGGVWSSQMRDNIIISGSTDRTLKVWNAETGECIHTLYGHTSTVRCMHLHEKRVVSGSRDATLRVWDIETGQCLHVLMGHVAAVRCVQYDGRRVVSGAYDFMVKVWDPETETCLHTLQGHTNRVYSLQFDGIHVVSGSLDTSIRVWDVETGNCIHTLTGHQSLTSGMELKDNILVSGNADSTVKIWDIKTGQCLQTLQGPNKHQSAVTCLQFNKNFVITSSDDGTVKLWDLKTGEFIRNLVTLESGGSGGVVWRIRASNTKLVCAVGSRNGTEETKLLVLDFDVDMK
TEAD-YAP block: TEAD-YAP interaction inhibition; HEK-TIYL cells, TEAD-Gal4/YAP UAS-luciferase luminescence; inhibition, % at 9.12 µM; 1.4% of 640,000 active; in the data active = inhibition above about 32%;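 also: 0% = median of test compound wells and 100% = reference inhibitor wells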
MITF inh: blocks human microphthalmia-associated transcription factor | AlphaScreen MITF homodimerization, bead proximity signal | inhibition, % at 2.6 µM | 0.91% of 650,000 active | O75030 | AID 1259374; in the data active = inhibition above about 50%;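 also: 0% = vehicle wells with protein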
The depositor's hits bear a star; & = joins results of further samples; ! = a repeat was not active. An unsorted share of the library; any-hit rate near 3.4%.

SMILES	GPR151 activ	FBW7 act	TEAD-YAP block	MITF inh
CC(=O)N1CCC(N(C2CC2)S(=O)(=O)c2ccc(Cl)cc2)CC1	-0.1	0.0	-2.9	0.5
Cc1[nH]ccc2c1[nH]c1cc(=O)ccc12	-1.2&1.2&-0.3	0.2&-0.1&-0.1	37.0*!	27.2&-6.0&5.1
Cc1ccc(NS(=O)(=O)c2ccc3c(c2)CCC(=O)N3)cc1F	0.2	0.0	6.2	-6.3
CC1CCC/C(=N/NC(=O)C2CC2c2ccccc2)C1 (configuration not stated)	1.1	0.0	9.8	17.1
COc1ccc(C(CCN2C(=O)CCC2=O)c2ccccc2)cc1 (configuration not stated)	1.8	0.5	-1.0	9.0
C=CCOc1ccc(/C(O)=C2/C(=O)C(=O)N(CCCN(C)C)C2c2ccc(OC)cc2)c(C)c1 (configuration not stated)	-0.1	-0.5	2.0	-2.3
O=[N+]([O-])c1ccc(S(=O)(=O)Nc2ccc(Br)cc2)cc1	-0.4	0.1	-2.6	-22.6
Brc1ccc2c(c1)c1ccccc1n2CC1CO1 (configuration not stated)	-0.5	0.6	1.9	15.2
O=c1c2ccccc2nc(SCc2ccc(OC(F)(F)F)cc2)n1Cc1cccs1	0.9	-0.1	1.6	9.5
CCOc1cc(C2NC(=O)NC(C)=C2C(=O)OC(C)CC)cc([N+](=O)[O-])c1O (configuration not stated)	-0.8	-0.1	-6.1	18.8
CC(=O)N1CCc2cccc(NCc3ccc(Cl)cc3S(C)(=O)=O)c21	-1.7	0.2	-1.1	-2.5
COc1ccc(OC)c(C2c3[nH]c4ccccc4c3CCN2C(C)=O)c1 (configuration not stated)	0.2	0.1	-9.6	18.9
O=[N+]([O-])c1cc(/C=N/O)ccc1N1CCN(Cc2ccccc2)CC1	2.8	0.0	5.0	5.9
OC(c1ccccn1)C1CCN(c2nc3nonc3nc2N2CCCC2)CC1 (configuration not stated)	-0.8	-0.1	-5.1	-6.8
N#CC1=C(N)OC(c2ccccc2)=C(C(=O)c2ccccc2)C1c1cccc(Br)c1 (configuration not stated)	-1.0	-0.1	-77.4	-5.6
O=C1/C(=C/c2ccc(OCc3ccc(Cl)c(Cl)c3)cc2)SC(=Nc2ccccc2)N1C1CCCC1	-2.5	-0.2	-8.4	-6.3
CSc1nc2nc(-c3ccccc3)cc(=O)n2[nH]1	-3.4	-0.2	-2.5	-7.1
COc1cc(OC)cc(C(=O)Nc2ccnc3c2c(=O)n(C)c(=O)n3C)c1	-1.8	0.0	-3.5	7.1
CCOc1ccc(C)cc1S(=O)(=O)Nc1ccc(Cl)cc1	4.0	0.3	7.2	14.1
Cc1ccsc1/C=N\Nc1cn[nH]c(=O)c1Cl	-0.8	-0.1	-6.5	1.4
COc1cc(/C=C2\C(=O)N(c3ccc(C(=O)O)cc3)N=C2C)cc(Br)c1OC	-1.5	-0.6	-9.6	3.8
O=C(NC(=S)N1CCOCC1)c1ccc(F)cc1	0.1	1.1	13.4	4.6
O=[N+]([O-])c1ccccc1OCC(O)CNC1CCCC1 (configuration not stated)	-1.3	0.0	-6.7	17.0
COc1cc(C)ccc1OS(=O)(=O)c1cn(C)c(=O)n(C)c1=O	-1.2	0.1	1.0	4.8
COc1cccc(CC2(CO)CCCN(Cc3c(OC)cccc3OC)C2)c1 (configuration not stated)	-0.4	0.2	13.1	10.1

Pulled by compound from above:
SMILES	GPR151 activ	FBW7 act	TEAD-YAP block	MITF inh
COc1cc(OC)cc(C(=O)Nc2ccnc3c2c(=O)n(C)c(=O)n3C)c1	-1.8	0.0	-3.5	7.1
Cc1[nH]ccc2c1[nH]c1cc(=O)ccc12	-1.2&1.2&-0.3	0.2&-0.1&-0.1	37.0*!	27.2&-6.0&5.1
O=[N+]([O-])c1ccc(S(=O)(=O)Nc2ccc(Br)cc2)cc1	-0.4	0.1	-2.6	-22.6
CCOc1ccc(C)cc1S(=O)(=O)Nc1ccc(Cl)cc1	4.0	0.3	7.2	14.1

3 entries out of the list, ordered by molar mass, rising.
SMILES	GPR151 activ	FBW7 act	TEAD-YAP block	MITF inh
O=C(NC(=S)N1CCOCC1)c1ccc(F)cc1	0.1	1.1	13.4	4.6
Cc1ccsc1/C=N\Nc1cn[nH]c(=O)c1Cl	-0.8	-0.1	-6.5	1.4
O=[N+]([O-])c1ccccc1OCC(O)CNC1CCCC1 (configuration not stated)	-1.3	0.0	-6.7	17.0

Next section.
SMILES	GPR151 activ	FBW7 act	TEAD-YAP block	MITF inh
COC(=O)c1ccc2c(c1)N(Cc1cccc(C(F)(F)F)c1)C(=O)C(C)O2 (configuration not stated)	1.2	-0.1	-5.5	9.5
CC1CCC2C(=O)N(C(CC(=O)O)c3ccco3)C(=O)C2C1 (configuration not stated)	-0.2	0.1	-5.5	32.9
CCOc1ccc(/C=C2/OC(=O)c3c2cc(C)[nH]c3=O)cc1	-0.1	0.1	2.5	3.1
Clc1ccc(Cn2ncc3c(NCCN4CCOCC4)ncnc32)cc1	6.7*	0.1	-3.6	11.1
COc1cc(Nc2nc(SCC(=O)c3ccc(Br)cc3)nc3ccccc23)cc(OC)c1	-0.5	0.0	0.0	-4.7
Cn1nc(C(C)(C)C)cc1NC(=O)Nc1ccccc1	0.4	-0.1	-3.8	13.1
Cc1ccc(C)c(C(=O)N2CCN(c3ccccn3)CC2)c1	-1.6	0.3	8.8	18.9
O=C(CN1CCOc2ccccc21)N1CCCC1	3.1	0.0	-1.9	8.4
COc1ccc([N+](=O)[O-])cc1CSc1nc2ccc(NC(=O)c3ccc(Cl)cc3)cc2s1	-1.0	0.0	-8.5	17.9
CC1(C)CC(NC(=O)C(F)(F)F)CC(C)(C)N1	-0.1	0.0	17.2	-0.8
O=C(NC1CCCCC1)NC1CCCCC1	0.5	-0.1	-4.7	-2.7
CCOC(=O)c1cc(CC)sc1NC(=O)C=C(C)C	4.3	0.2	3.4	12.0
Cn1c(-c2ccc(C=O)s2)nc2ccccc21	-5.8	-0.2	-23.3	0.6
COc1ccccc1CNC(=O)c1sc2ncn(Cc3ccccc3F)c(=O)c2c1C	-0.5	0.2	-3.6	6.4
CN(C(=O)c1ccccn1)C(Cc1ccccc1)C1CCN(C(=O)C2=NNC(=O)CC2)CC1 (configuration not stated)	-0.9	0.1	7.6	-15.0
O=C(CCN1C(=O)COc2ccccc21)N1CCN(Cc2ccccc2)CC1	-0.6	0.0	3.4	4.4
Cc1ccccc1S(=O)(=O)CC(SC#N)c1ccccc1 (configuration not stated)	1.2	-0.5	6.1	-11.2
COc1ccc(C(=O)Nc2cc(-c3nn4c(C)nnc4s3)ccc2C)cc1	-0.2	0.1	-14.8	2.6
CCOC(=O)c1cnc2cc(Cl)c(OC)cc2c1Nc1ccc(F)c(Cl)c1	3.4	0.1	0.3	8.7
CC(C)n1cnc2c(NCCc3ccc(O)cc3)nc(-c3cccs3)nc21	-1.2	0.6	-2.7	9.9
CC(=O)Nc1cccc(NC(=O)C2CCCN2C(=O)Nc2ccccc2C)c1 (configuration not stated)	0.4	0.1	-3.7	4.4
COc1cc(C2Nc3ccccc3NC3=C2C(=O)CC(c2ccccc2)C3)cc(OC)c1OC (configuration not stated)	-0.2	-0.1	-5.6	-6.8
Cn1nc([N+](=O)[O-])c(C(C#N)c2nc3ccccc3o2)c(Cl)c1=O (configuration not stated)	-0.2	-0.3	2.8	5.1
CCOC(=O)c1ccc(CN(Cc2ccc(F)cc2)S(=O)(=O)c2ccc(NC(C)=O)cc2)cc1	-1.0	0.0	12.6	7.0
COc1ccc(CCS(=O)(=O)NCC(c2ccco2)N2CCc3ccccc3C2)cc1 (configuration not stated)	0.2	0.1	-17.1	5.6

Whole records from above. Order of screens: GPR151 activ, FBW7 act, TEAD-YAP block, MITF inh
Cc1[nH]ccc2c1[nH]c1cc(=O)ccc12 as listed: -1.2&1.2&-0.3, 0.2&-0.1&-0.1, 37.0*!, 27.2&-6.0&5.1
COc1cc(Nc2nc(SCC(=O)c3ccc(Br)cc3)nc3ccccc23)cc(OC)c1 as listed: -0.5, 0.0, 0.0, -4.7

Additional records follow.
SMILES	GPR151 activ	FBW7 act	TEAD-YAP block	MITF inh
CC1CCCCN1Cc1nc2c(c(=O)n(C)c(=O)n2C)n1Cc1cccc2ccccc12 (configuration not stated)	0.3	-0.1	-6.4	-14.1
Cn1c(=O)[nH]c(=O)c2c1nc(N1CCC(C(N)=O)CC1)n2CCSc1ncccn1	0.1	0.2	6.5	2.5
CC(C)n1c(Cl)nc2c1c(=O)n(C)c(=O)n2C	2.4	-0.2	8.0	6.3
NC(=O)c1ccsc1NC(=O)CN1C(=O)c2ccccc2C1=O	0.0	0.0	-1.6	3.6
O=C(NCCNCc1c[nH]c2ccccc12)c1ccccc1Cl	1.7	0.2	4.2	30.8
O=C(COc1ccc(-c2ccccc2)cc1)N1CCCc2ccccc21	0.2	-0.3	-5.1	-2.7
CCCCCc1c(C)nc(N2CCCCC2)[nH]c1=O	0.8	-0.1	-2.1	-3.4
COc1ccc(-c2ocnc2C(=O)NC(C)c2ccccn2)cc1OC (configuration not stated)	0.8	0.4	-6.9	-3.1
O=C(c1ccccc1[N+](=O)[O-])N1CCCC(c2nc(-c3cccnc3)no2)C1 (configuration not stated)	0.7	0.1	-6.3	-1.5
Cc1cc(Cl)ccc1C(=O)C1CCCN(C(=O)CCC(N)=O)C1 (configuration not stated)	1.8	-0.1	3.7	13.3
COc1ccc(OCC(=O)NCCO)cc1	-0.3	-0.2	-1.4	-17.8
COc1ccc(-c2cnnc(N/N=C/c3ccccc3OCC(=O)O)n2)cc1	-0.1	0.9	3.0	16.2
O=C1NNC(c2ccccc2)=N/C1=C/c1ccc(OCc2ccccc2)cc1	-1.3	0.8	7.8	-11.0
COc1ccc2c(c1)C1NC(=S)N(c3cccc(C)c3)C(C)(O2)C1C(=O)N(C)C (configuration not stated)	4.4	-0.4	-10.9	1.0
C[C@@]1(C[Si](C)(C)C)COC2CCCCN2[C@@H]1c1ccccc1 (some centres not stated)	0.0	0.0	-0.7	8.2
N#Cc1ccccc1NC(=S)NC(=O)/C=C/c1ccco1	-0.9	-0.3	9.9	26.0
Cc1c(C(=O)N2CCN(c3ccc(C(F)(F)F)cc3[N+](=O)[O-])CC2)oc2ccccc12	0.0	0.4	4.5	5.7
O=[N+]([O-])c1ccccc1/C=N/Nc1ccccc1[N+](=O)[O-]	-0.6	0.6	0.8	4.3
Cc1ccc(-n2nc3c(c2NC(=O)c2ccc(Br)o2)CSC3)c(C)c1	-0.2	0.7	-10.1	7.2
COc1ccc(C(C)(C)C)cc1S(=O)(=O)NCc1ccccc1	-0.4	0.3	-4.3	-4.8
N#CC1(NC(=O)CCl)CCCCC1	-1.2	0.0	2.5	-4.0
OC(c1ccccc1)c1nc2ccccc2n1Cc1ccccc1 (configuration not stated)	-0.9	0.1	-3.2	9.6
c1csc(CNc2nccn3c(-c4ccc5ccccc5c4)cnc23)c1	0.3	-0.1	1.4	-3.4
Cc1ccc(-c2[nH]ncc2CN2CCC(N3CCSCC3)CC2)cc1C	-0.9	0.0	-2.6	6.5
COC(=O)c1ccc(/C=C2\SC(=Nc3cc(C)cc(C)c3)NC2=O)cc1	-0.4	0.3	2.6	14.3

Going on with the list.
SMILES	GPR151 activ	FBW7 act	TEAD-YAP block	MITF inh
O=[N+]([O-])c1ccccc1S(=O)(=O)c1ccccc1[N+](=O)[O-]	5.5*	0.5	9.7	16.3
COCCNC(=O)C(c1ccccc1)N(C(=O)c1sc(C)nc1C)c1cccc(C)c1 (configuration not stated)	1.6	0.6	4.3	3.3
O=C1CC(c2ccc(Cl)cc2)CC2=C1C(c1c[nH]c3ccccc13)Nc1ccccc1N2 (configuration not stated)	-1.6	0.0	-38.5	-0.9
Cc1cccc(C(=O)Nc2c(O)c3ccccc3[nH]c2=O)c1	0.5	0.0	4.6	2.1
COC(=O)CSc1nnc(-c2ccccn2)n1Cc1ccco1	-0.6	-0.1	-5.2	-9.0
COc1cccc(-c2nc3cc(NC(=O)c4cc(Cl)ccc4Cl)ccc3o2)c1	0.8	0.0	-21.2	7.8
C/C(=N\N=C1/NC(=O)CC(C(N)=O)S1)c1cccs1 (configuration not stated)	3.2	0.1	2.1	18.2
C/C(=N\NC(=O)COc1ccccc1)c1ccco1	0.1	1.0	-3.8	-13.4
CCN(CC)c1ncnc2sc(C(=O)N3CCN(c4cccc(Cl)c4)CC3)c(C)c12	2.1	-0.1	-17.5	-20.6
Cc1ccc(-n2cnnn2)c(S(=O)(=O)N2CCOCC2)c1	5.4*	-0.1	6.3	1.2
Cn1c(=O)c2c(nc3n(CCCO)c(-c4ccc(Cl)cc4)cn23)n(C)c1=O	1.5	-0.2	8.9	-10.2
COc1cc(NC(=O)c2ccc3c(=O)n(Cc4ccc5c(c4)OCO5)c(=S)[nH]c3c2)cc(OC)c1OC	-0.5	0.1	2.3	13.0
Cc1ccc(CNc2ccc3c(c2)CCC3)o1	0.2	0.1	2.3	3.2
CCN(CC)C(=O)C1CCCN(c2cc(NCCN3CCOCC3)ncn2)C1 (configuration not stated)	0.9	0.1	-5.0	19.0
Cc1ccc(C2(c3ccc(C)cc3)CC2C(=O)NCCc2ccccc2)cc1 (configuration not stated)	1.1	-0.3	-1.9	5.6
